Source: PubChem BioAssay
GPR55 beta-arrestin: selective activators of receptor GPR55 – imaging, U2OS cells, beta-arrestin-GFP redistribution, primary screen (AID 1961). 290,000 tested, 0.048% active. U2OS GPR55 beta-arrestin-GFP redistribution imaging; higher % means a stronger effect. activation, % at 10 µM, or EC50 in µM where a hit was titrated;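 active means activation above 40% with more than 50 cells counted in the well; inconclusive means wells holding fewer than 50 cells, flagged as toxic or sparse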;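 further: U2OS osteosarcoma cells stably expressing GPR55 and beta-arrestin-GFP; plate controls were DMSO negative control for no effect and LPI positive control for full effect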
GPR55 LPI antagonism: inhibition of LPI-stimulated GPR55 beta-arrestin translocation – imaging, U2OS, beta-arrestin-GFP, LPI agonist, primary screen (AID 2013) | 290,000 tested, 0.13% active | U2OS GPR55 beta-arrestin-GFP translocation imaging, LPI antagonism; higher % means a stronger effect | inhibition, % at 10 µM, or IC50 in µM where a hit was titrated;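 active means spots per cell inhibited over 60%, with over 100 cells counted and total cytoplasm intensity under 500,000; inconclusive means wells with under 100 cells, flagged as likely toxic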;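 further: U2OS cells stably carrying GPR55 and arrestin-GFP stimulated by 5 µM LPI near EC80; imaged beta-arrestin-GFP aggregate spots per cell after agonist stimulation; plate controls were LPI-stimulated DMSO wells for no effect and DMSO wells without LPI for full effect; some results filed as inactive read as strong as hits; confirmed hits need IC50 under 10 µM and bright autofluorescent wells are also inconclusive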
MgcRacGAP inhibition: MgcRacGAP GTPase-activating activity inhibitors, confirmation, biochemical, ADP Hunter fluorescence; MgcRacGAP-stimulated Rac1 GTP hydrolysis, ADP Hunter fluorescence; higher % means a stronger effect; GST-tagged Rac1 F28L mutant substrate; 340,000 tested, 0.6% active; one-dose inhibition, % at 30 µM; IC50 in µM for titrated hits; AID 624330;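 active means first-screen hits whose inhibition reached a set limit at any dose in the follow-up dose series; inconclusive means inhibition above the set first-screen limit but never retested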;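 further: fluorescence reports GDP produced by GAP-driven GTP hydrolysis; strong numbers were not always called active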
KOR beta-arrestin-1: KOR antagonists, beta-arrestin recruitment, cell-based, luminescence, uHTS (AID 1778) | KOR beta-arrestin recruitment, luminescence, antagonist mode; higher % means a stronger effect | 290,000 tested, 0.091% active | one-dose inhibition, % at 10 µM; IC50 in µM for titrated hits; further: strong numbers were not always called active
Large T inhibition: TAg ATPase/helicase activity blockers – biochemical (AID 1903); 310,000 tested, 0.39% active; inhibition, % at 20 µM; hits with a dose series show IC50 in µM; SV40 large T antigen ATPase/helicase inhibition assay; higher % means a stronger effect; in the data active means a potency from the dose series; inconclusive means inhibition mostly from about 32% at the one dose, without a potency; inactive means the rest, 99 in 100 with inhibition below about 32%; further: strong numbers were not always called active
NOD1 NF-kB reporter: inhibition of NOD1-driven NF-kB reporter – cell-based, luminescence, uHTS, primary screen (AID 1578). NOD1-driven NF-kB luciferase reporter cells, luminescence; higher % means a stronger effect. inhibition, % at 4 µM, or EC50 in µM where a hit was titrated. 290,000 tested, 1% active; in the data active means inhibition mostly above about 36%, no sharp cut-off; inactive means mostly below about 34%;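 further: HEK-293T reporter cells stimulated with the NOD1 agonist gamma-tri-DAP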
NOD2 inhibition: NOD2 signaling inhibitors, cell-based, luminescence, uHTS, HEK293 (AID 1566); HEK293 NOD2/NF-kB luciferase reporter, luminescence; higher % means a stronger effect; inhibition, % at 4 µM, or EC50 in µM where a hit was titrated; 290,000 tested, 0.63% active; further: many of its hits are not listed in these tables
KOR beta-arrestin-2: kappa opioid receptor activators – cell-based, luminescence, uHTS, primary screen (AID 1777); KOR beta-arrestin recruitment, luminescence; higher % means a stronger effect; 280,000 tested, 0.02% active; one-dose activation, % at 10 µM; EC50 in µM for titrated hits; in the data active means activation above about 50%, passing the limit was not always enough; further: a part of the inactive calls stands beside numbers as strong as those of hits
HIV peptide binding: cell-free HIV fusion peptide-binding blockers – biochemical, uHTS, fluorescence dequenching, primary screen (AID 1986) | cell-free peptide binding, fluorescence dequenching, 30 min; higher % means a stronger effect | 290,000 tested, 0.3% active | inhibition, % at 20 µM; hits with a dose series show IC50 in µM; in the data active means inhibition mostly above about 52%, no sharp cut-off; inactive means mostly below about 76%; further: some results filed as inactive read as strong as hits
The depositor's hits bear a star; ? = inconclusive; . = not tested or not shown; [ ] = another dose, or the depositor's remark. Unless noted, no stated cut-off is given here; in the data, active means inhibition above about 50%; inactive means the rest. Not all compounds are listed (hit frequency here may not be typical).

Values run as follows: GPR55 beta-arrestin	GPR55 LPI antagonism	MgcRacGAP inhibition	KOR beta-arrestin-1	Large T inhibition	NOD1 NF-kB reporter	NOD2 inhibition	KOR beta-arrestin-2	HIV peptide binding
> O=C(c1ccc2c3c(cccc13)CC2)C1CCCN(C(=O)c2cc[n+]([O-])cc2)C1 (stereo not drawn)
→ 0.3%	1%	8%	-17%[20 µM]	1%	-15%	10%	.	-0.5%
> Cc1ccc(CNC(=O)[C@H](Cc2ccccc2)NC(=O)C2CCNCC2)cc1
→ 0.2%	1%	10%	6%	25%	-25%	-7%	3.6%	-1.3%
> Cn1c(SCC(=O)O)nc2sc3c(c2c1=O)CCC3
→ -0.2%	2%	11%	26%[20 µM]	15%	-47%	5%	-3.0%	0.0%
> CCOC(=O)C1=C(CS(=O)(=O)c2ccc(F)cc2)NC(=O)NC1c1cc(OC)c(O)c(OC)c1 (stereo not drawn)
→ 0.6%	1%	6%	-7%	11%	-19%	-10%	-3.5%	-1.5%
> O=C(CN1CCN(c2ccc(F)cc2)CC1)OCc1ccccc1
→ -0.2%	14%	11%	21%	0%	-18%	10%	0.5%	0.5%
> CNC(=O)c1ccsc1NC(=O)CS(=O)(=O)c1ccc(Cl)cc1
→ -0.1%	9%	2%	-33%	6%	-2%	18%	-3.8%	-1.2%
> CC(=O)c1oc2ccccc2c1N
→ 0.0%	7%	3%	4%	4%	4%	15%	12%	1.5%
> O=C1c2ccccc2NC(c2ccc(O)cc2)N1Cc1ccco1 (stereo not drawn)
→ 0.2%	6%	3%	-32%	10%	6%	8%	-0.4%	1.4%
> CCCCNc1ccc2c3c(cccc13)C(=O)N(CCCC)C2=O
→ -0.1%	?	14%	26%	3%	-4%	18%	7.8%	147%
> CCn1c(/C=C/N(C(C)=O)c2ccccc2)[n+](CC)c2ccc(Cl)cc21
→ -0.3%	5%	10%	3%	7%	-32%	-11%	-7.3%	-2.7%
> c1ccc(-c2ccccc2OCCCN2CCCCC2)cc1
→ -0.2%	22%	24%	-31%	-1%	7%	-6%	5.4%	-0.4%
> COc1ccccc1N1CCN(c2cc(C)nc3nc(C)nn23)CC1
→ 0.0%	15%	1%	16%	4%	-23%	13%	10%	-1.8%
> Cc1ccc(C(=O)c2cc([N+](=O)[O-])ccc2N2CCCCC2)cc1C
→ 0.7%	-2%	5%	-56%	9%	-12%	-16%	0.8%	0.6%
> CC1=C(c2ccc(C)cc2)[N+](=O)C(C)(C)N1[O-]
→ -0.1%	24%	-4%	-39%[20 µM]	-6%	-19%	-4%	.	-0.4%
> Cc1cc(C(=O)NNS(=O)(=O)c2cccc(Cl)c2)nn1C(C)(C)C
→ 0.3%	26%	-4%	16%	7%	3%	7%	1.9%	-2.4%
> CCOc1ccc(Nc2nc3c(C)cccc3cc2C#N)cc1
→ 0.2%	-13%	1%	-9%[20 µM]	10%	-23%	16%	-1.6%	13%
> C=CCNC(=O)C1CCN(c2c([N+](=O)[O-])cc(C(F)(F)F)cc2[N+](=O)[O-])CC1
→ 0.1%	7%	7%	-10%	15%	2%	3%	-2.8%	-1.6%
> COCCn1c(SCC(=O)NC2CCCCC2)nnc1-c1ccncc1
→ -0.2%	-5%	-4%	-21%	4%	-19%	-6%	2.8%	-0.8%
> Cc1cccc(NC(=O)CSc2nc3c(c(=O)[nH]2)CCCC3)c1C
→ 0.0%	2%	10%	-40%	5%	-14%	8%	-0.1%	-1.5%
> Cc1nn(C)c2ncc(C(=O)c3ccccc3O)cc12
→ 0.1%	2%	2%	-11%	-2%	8%	10%	0.5%	0.3%
> CNC(=O)C(=O)NCC1OCCCN1S(=O)(=O)c1ccc2c(c1)OCCO2 (stereo not drawn)
→ -0.2%	14%	3%	-19%	16%	1%	11%	-1.0%	-1.3%
> COc1cccc(C(=O)Nc2cc3c(cc2C(C)=O)OCCO3)c1
→ -0.2%	9%	4%	-25%	0%	-27%	-21%	2.1%	-2.2%
> O=C(Nc1cc(Sc2nc3ccccc3s2)cc([N+](=O)[O-])c1)c1cccc(F)c1F
→ 0.0%	-2%	3%	10%	0%	2%	12%	6.3%	-1.4%
> COc1cc(OC)cc(N(C(=O)CNC(=O)c2cccs2)C(C(=O)NCC2CCCO2)c2ccc(OC)c(OC)c2)c1 (stereo not drawn)
→ -0.1%	2%	6%	-67%[20 µM]	3%	-31%	5%	-1.1%	1.1%
> Cc1ccc2nc(NCC(=O)NN)nc(-c3ccccc3)c2c1
→ -0.1%	2%	10%	-26%	8%	-11%	5%	-1.4%	-1.2%
> O=C(Cc1c(F)cccc1Cl)Nc1ccc(S(=O)(=O)NCC2CCCO2)cc1 (stereo not drawn)
→ -0.1%	4%	-3%	-10%[20 µM]	1%	-23%	4%	.	0.9%
> CCOc1ccccc1/C=N/Nc1cc(C)nc2ccc(C)cc12
→ -0.1%	22%	9%	-10%[20 µM]	13%	14%	-2%	10%	0.5%
> Cc1ccc(S(=O)(=O)Cc2ccc(C(=O)NC3CCCCCC3)o2)cc1
→ -0.2%	3%	-30%	5%	20%	-15%	16%	-3.0%	-1.1%
> CC[n+]1c(/C=C(\C)Nc2ccccc2)sc2ccccc21
→ -0.3%	-16%	3%	-19%	11%	-14%	-2%	3.8%	-1.9%
> O=C(Nc1ccc(Cl)c(-c2nc3ccccc3[nH]2)c1)c1cccnc1
→ 0.0%	-8%	12%	23%	5%	-11%	7%	-4.7%	0.0%

Following part
Values run as follows: GPR55 beta-arrestin	GPR55 LPI antagonism	MgcRacGAP inhibition	KOR beta-arrestin-1	Large T inhibition	NOD1 NF-kB reporter	NOD2 inhibition	KOR beta-arrestin-2	HIV peptide binding
> CC(C)(C)NC(=O)C1CCN(C(=O)c2ccco2)CC1
→ -0.2%	-7%	-10%	4%	3%	-12%	8%	-3.8%	-0.5%
> O=C(COc1ccccc1)NN1C(=O)CSC1=S
→ -0.2%	2%	6%	18%	-13%	-27%	4%	-4.9%	6.8%
> Clc1ccc(CSc2nnc(CNc3cccc(Cl)c3)o2)cc1
→ -0.1%	52%	-2%	-7%	9%	13%	8%	7.9%	-0.5%
> CCOc1ccc(C(c2c(NC(=O)c3ccccc3)sc(C)c2C)N2CCN(C)CC2)cc1 (stereo not drawn)
→ 0.3%	2%	5%	13%	14%	-7%	4%	0.8%	-1.1%
> CCCNC(=O)C1(O)c2cc(Br)ccc2NC(=O)N1c1ccc(Cl)cc1 (stereo not drawn)
→ -0.1%	0%	5%	-4%	19%	-2%	8%	-3.1%	0.4%
> CN(C)S(=O)(=O)c1ccc(Cl)c(NC(=O)COC(=O)/C=C/c2ccc(S(=O)(=O)N3CCOCC3)cc2)c1
→ 1.0%	5%	-7%	-27%	2%	-6%	19%	-0.7%	0.1%
> CC(C)NC(=O)c1ccc(Cl)cc1Cl
→ 0.0%	4%	4%	-48%[20 µM]	3%	-5%	15%	0.2%	0.2%
> CC(=O)N1CCN(C2=NC(=O)/C(=C/c3ccc(OS(=O)(=O)c4ccccc4)cc3)S2)CC1
→ -0.1%	12%	15%	16%	-1%	31%	24%	-0.3%	0.1%
> CC1CCCCC12NC(=O)N(CC(=O)NC(=O)Nc1ccc3c(c1)OCCO3)C2=O (stereo not drawn)
→ 0.5%	-4%	3%	6%	19%	-38%	-64%	-1.1%	-1.6%
> Cc1ccc2c(c1)c(CC(=O)Nc1ccc(C)c(F)c1)c(C(=O)O)n2C
→ 0.2%	-3%	2%	24%	5%	-12%	-4%	-0.1%	1.1%
> COC(=O)C1(Cc2ccc(O)c(CC3OC3(C)C)c2)OC(=O)C(O)=C1c1ccc(O)cc1 (stereo not drawn)
→ 0.0%	4%	6%	5%	21%	-10%	-18%	-0.4%	27%
> Cc1ccccc1NC(=O)C1c2ccccc2Oc2ccccc21
→ -0.2%	8%	2%	22%	1%	-25%	-26%	5.1%	4.6%
> Cc1ccc(NC(=S)Nc2cccnc2)c(S(=O)(=O)N2CCCCC2)c1
→ 0.0%	-1%	7%	-26%	11%	-28%	22%	1.8%	2.1%
> COC(=O)CCC(=O)Nc1cc(S(=O)(=O)Nc2ccc(Cl)cc2)ccc1N1CCOCC1
→ 0.1%	-5%	6%	-4%	3%	-22%	13%	0.9%	-0.8%
> CC(C)(C)NC(=O)COc1ccc(CNn2nnnc2N)cc1
→ 0.1%	2%	3%	-6%	8%	-21%	5%	-1.5%	0.3%
> NC(=O)c1c(NC(=O)c2ccncc2)sc2c1CCCC2
→ 0.0%	4%	8%	1%	8%	13%	-7%	-3.9%	-0.7%
> O=c1[nH]c(-c2ccccc2)c(-c2ccccc2)o1
→ -0.1%	5%	5%	15%	10%	-3%	7%	1.7%	0.8%
> CCc1ccccc1N(CC(=O)N1CCc2ccccc2C1)S(C)(=O)=O
→ -0.2%	-21%	4%	-4%	2%	-7%	-5%	2.8%	0.2%
> O=C(N/N=C/c1cccc([N+](=O)[O-])c1)c1cc(-c2ccccc2)nc2ccccc12
→ 0.2%	15%	9%	-16%	4%	-15%	13%	8.1%	5.2%
> CCN1CCN(c2ccc(S(=O)(=O)N3CCCC3)cn2)CC1
→ 0.0%	-8%	7%	-2%	3%	-40%	6%	0.1%	-0.2%
> O=C(COc1ccc(Br)cc1)Nc1ccncc1
→ 0.7%	-2%	16%	20%	4%	22%	9%	2.0%	-0.6%
> Cc1ccc(S(=O)(=O)N2CCN(c3ccccc3)CC2)cc1C(=O)NC1CCCCC1
→ 0.3%	2%	3%	-7%	4%	-12%	28%	3.5%	1.8%
> CC(=O)N1CCC(=NNc2ccnc3cc(Cl)ccc23)CC1
→ 0.5%	14%	1%	13%	-5%	-51%	-17%	-2.5%	0.7%
> COc1cccc(NC(=O)CN2CCN(S(=O)(=O)c3ccc(F)cc3)CC2)c1
→ -0.1%	2%	1%	14%	-3%	-29%	25%	8.5%	-2.4%
> CCn1c(C)nc2cc(C(=O)NNS(=O)(=O)c3cc(Br)ccc3Br)ccc21
→ -0.3%	12%	7%	4%	8%	0%	12%	5.9%	-1.7%
> CSc1ncc(CN2CCc3c([nH]c4ccccc34)C2C(C)(C)C)cn1 (stereo not drawn)
→ 0.3%	5%	11%	2%	5%	2%	-4%	4.9%	2.1%
> Fc1ccc(-c2nnc(NC3=NCCCCC3)o2)cc1
→ -0.2%	18%	6%	14%	-3%	46%	-7%	0.6%	4.3%
> Cc1cc(C)nc(-n2nc(C)c(Oc3ccccc3O)c2C)n1
→ -0.1%	8%	13%	-29%	3%	-12%	10%	1.8%	-2.3%
> Cn1c(COc2ccc(F)cc2)nnc1SCC(=O)NC1CC1
→ -0.1%	16%	9%	24%	4%	-7%	2%	4.3%	-2.1%
> O=C(CSCc1ccco1)Nc1cc(C(F)(F)F)ccc1N1CCOCC1
→ -0.2%	6%	16%	-4%	29%	-1%	-3%	4.2%	2.1%
